AmpC inh no detg = blocks E. coli AmpC beta-lactamase in detergent-free assay | P00811 | AmpC nitrocefin hydrolysis, absorbance 480 nm, 0.0001% Triton | Potency, µM (top dose mostly 57.1 µM), for inactives: top-dose activity change, negative = inhibition, hits mostly inhibitors | 330,000 tested, 0.52% active | AID 485341;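 further: potency means the concentration at half of the fitted maximal effect; plate controls were no compound for no effect and no enzyme for full effect; nearly all actives have a fitted effect of over 20% in size; some results filed as inactive show a strong effect at the top dose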
Target sequence (P00811 whole entry, looked up): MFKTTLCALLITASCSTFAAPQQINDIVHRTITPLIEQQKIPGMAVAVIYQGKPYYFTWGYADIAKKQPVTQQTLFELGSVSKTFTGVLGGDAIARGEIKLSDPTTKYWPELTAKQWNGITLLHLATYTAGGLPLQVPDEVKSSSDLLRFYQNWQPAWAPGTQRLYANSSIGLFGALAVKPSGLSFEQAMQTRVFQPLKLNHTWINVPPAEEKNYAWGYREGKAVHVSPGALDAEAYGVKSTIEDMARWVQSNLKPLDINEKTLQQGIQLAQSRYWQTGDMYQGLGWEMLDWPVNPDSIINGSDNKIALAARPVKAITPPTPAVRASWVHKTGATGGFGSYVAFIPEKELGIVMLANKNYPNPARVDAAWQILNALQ
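20 mM phosphate pH 7.0 + 0.01% (detergent screen) or 0.0001% Triton X-100; 5.3 nM AmpC reagent; cpd preinc 15 min RT; nitrocefin (800 uM stock) to start; A480 q20 s × 4 min; Activity was normalised to no-enzyme and no-compound control wells.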
Tb PYK inh = T. brucei pyruvate kinase inhibition; Q57TT1; TbPYK enzyme, Kinase-Glo Plus ATP luminescence, 45 min; Potency, µM (top dose mostly 76.8 µM), inactives show top-dose activity, negative = inhibition, most hits filed as inhibitors; 410,000 tested, 0.12% active; AID 624173; further: potency means the concentration at half of the fitted maximal effect; nearly all actives have a fitted effect of over 50% in size
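Assay buffer: 50 mM TEA pH 7.2, 100 mM KCl, 10 mM MgCl2, 0.05% BSA, 0.01% Tween-20. Pyruvate kinase from T. brucei plus substrate met compound, then ADP (130 uM final). Luminescence was read post 45 min RT.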
HCMV antiviral = inhibitors of human cytomegalovirus; activity change, negative = inhibition, % at 57.5 µM; AID 1259415; 410,000 tested, 4.5% active; HFF cells, HCMV-luciferase reporter, 72 h; active compounds read low; in the data active means activity change below about -60%; inconclusive means no clear call, values can overlap the other calls; inactive means above about -39%
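Two-dose cell screen: HFF monolayers treated with compounds and infected with luciferase-expressing HCMV at 1 PFU/cell, 72 h at 37C, then lysed for luciferase measurement.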
AmpC inh detg = blocks E. coli AmpC beta-lactamase in detergent assay. P00811. AmpC hydrolysis of nitrocefin, absorbance 480 nm, 0.01% Triton. Potency, µM (titrated, usually from 114 µM), for the others: at the highest dose activity change, negative = inhibition, hits mostly inhibitors. 370,000 tested, 0.041% active;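 further: potency means the concentration at half of the fitted maximal effect; 0% = no-compound wells and -100% = no-enzyme wells; nearly all actives have a fitted effect of over 25% in size; some results filed as inactive show a strong effect at the top dose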
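20 mM phosphate pH 7.0 + 0.01% (detergent screen) or 0.0001% Triton X-100; 5.3 nM AmpC reagent; cpd preinc 15 min RT; nitrocefin (800 uM stock) to start; A480 q20 s × 4 min; Activity was normalised to no-enzyme and no-compound control wells.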
Sm TGR block = inhibitors of Schistosoma mansoni thioredoxin glutathione reductase. Q962Y6. purified TGR, DTNB reduction, TNB absorbance 405 nm. Potency, µM (titrated, usually from 114 µM), inactives show top-dose activity change, negative = inhibition, hits mostly inhibitors. 360,000 tested, 3% active. AID 485364; further: potency means the concentration at half of the fitted maximal effect; nearly all actives have a fitted effect of over 60% in size
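TGR 20 nM + NADPH 100 uM (dispensed conc.), cpd preinc 15 min RT; start with NADPH (500 uM addition) then DTNB (15 mM addition). Kinetic TNB absorbance, 405 nm filter. Four-parameter Hill fit across titration.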
AMA1-RON2 inh = inhibitors of Plasmodium falciparum AMA1-RON2 interaction | Potency, µM (highest dose often 58.2 µM), for inactives: top-dose activity change, negative = inhibition, actives largely listed as inhibitors | AlphaScreen AMA1-biotinylated RON2 peptide binding | AID 720542 | 360,000 tested, 0.2% active;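 further: potency means the concentration at half of the fitted maximal effect; 0% = vehicle wells and -100% = peptide control; nearly all actives have a fitted effect of over 45% in size; some results filed as inactive show a strong effect at the top dose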
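AMA1 (3D7) with his tag at 25 nM final met compounds first, then biotinylated RON2 peptide at 25 nM; detection used donor plus acceptor beads, 10 µg/mL apiece, read by AlphaScreen after 30 min at room temperature.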
LmPK inh = blocks Leishmania mexicana pyruvate kinase activity; Q27686; purified LmPK, Kinase-Glo ATP luminescence, 1 h; Potency, µM (highest dose often 57.5 µM), for inactives: top-dose activity change, negative = inhibition, actives largely listed as inhibitors; 290,000 tested, 0.37% active; AID 1721; further: potency means the concentration at half of the fitted maximal effect
Target sequence (Q27686 whole entry, looked up): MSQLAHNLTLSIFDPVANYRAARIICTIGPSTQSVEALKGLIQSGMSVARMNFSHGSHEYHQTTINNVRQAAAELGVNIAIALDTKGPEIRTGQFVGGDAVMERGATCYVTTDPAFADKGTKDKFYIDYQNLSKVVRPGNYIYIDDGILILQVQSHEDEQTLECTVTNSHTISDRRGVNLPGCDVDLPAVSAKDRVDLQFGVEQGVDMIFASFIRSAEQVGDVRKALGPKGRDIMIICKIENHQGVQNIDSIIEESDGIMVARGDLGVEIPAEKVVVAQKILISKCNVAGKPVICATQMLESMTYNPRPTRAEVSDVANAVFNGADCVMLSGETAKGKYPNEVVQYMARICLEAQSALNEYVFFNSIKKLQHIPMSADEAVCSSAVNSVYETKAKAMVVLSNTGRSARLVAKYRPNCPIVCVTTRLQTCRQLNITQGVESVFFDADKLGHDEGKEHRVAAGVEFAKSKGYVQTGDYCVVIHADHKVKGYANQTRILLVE
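Kinase-Glo luminescence read after 1 h RT reaction of 0.1 nM LmPK with 0.5 mM PEP and 0.1 mM ADP. Activity scaled between uninhibited and enzyme-free controls.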
Starred values were filed as active, the others as inactive; u = inconclusive; x = no result given; [ ] = another dose, or the depositor's remark. Unless noted, the call rests on the fitted dose curve; in most records, active means well fitted curve in the direction sought with a large enough effect; inconclusive means small, poorly fitted or top-dose-only effect, or another doubt; inactive means no such curve, though single readings can be large; an effect the other way counts as inactive or inconclusive. Unless noted, on the % scale 0 is the no-effect control and ±100 the full control effect.

SMILES | AmpC inh no detg | Tb PYK inh | HCMV antiviral | AmpC inh detg | Sm TGR block | AMA1-RON2 inh | LmPK inh
Cc1ccc(NC(=O)C2CCCN2S(=O)(=O)c2ccc3c(c2)CCCC(=O)N3)cc1Cl (centres undefined) | x | 0.6% | u | 5.1% | 12.7% | x | x
COc1ccc(CCNc2nc(-c3cccc(NC(C)=O)c3)cs2)cc1OC | 116.1%[activator] | -1.3% | -18.0 | -9.0% | -1.5% | -3.7% | -2.0%
N#CCCN(Cc1cccnc1)S(=O)(=O)c1ccc(S(=O)(=O)NC2CCCCC2)cc1 | 56.8% | -12.7% | -1.8 | 2.2% | 0.3% | -1.7% | 1.9%
O=C(Nc1nnc(Cc2c[nH]c3ccccc23)s1)c1ccc(Cl)cc1Cl | -27.7% | -15.9% | 18.1 | u | 0.9% | -11.0%[2.32 µM] | -7.1%
CCCN(C(=O)c1ccccc1Cc1ccccc1)C1CCS(=O)(=O)C1 (centres undefined) | -8.8% | 2.3% | -11.5 | -15.9% | -0.6% | 19.7% | x
COc1ccc(Oc2ncccc2NC(=O)c2cccc(C)c2C)cc1 | 49.2% | 2.8% | 12.5 | 4.1% | 33.8% | -13.3% | -4.2%
O=C(Nc1ccc(F)cc1Cl)c1cnc(N2CCOCC2)c2ccccc12 | x | 0.2% | 10.0 | 2.1% | -5.3% | x | x
COc1ccc(OCC(=O)N/N=C(\C)c2ccc(OC)cc2)cc1 | -18.8%[11.4 µM] | 0.8% | 114.2 | -13.9% | -4.1% | 3.2% | 1.2%
CCN1C(=O)[C@H]2[C@@H](c3ccc(OC)cc3)N3C(=O)CN(Cc4ccccc4)C(=O)[C@@]3(Cc3ccccc3)[C@H]2C1=O | 58.0% | -2.3% | -7.2 | -9.4% | -13.1% | 2.2% | -1.6%
OCc1cnc(SCc2ccccc2F)n1Cc1ccc(F)cc1 | x | -16.1% | -34.7 | -0.6% | -8.6% | x | x
COc1cccc(CN(C)C(=O)c2cccc(OC3CCN(C4CCCC4)CC3)c2)c1 | 28.2% | 0.7% | -14.6 | -9.1% | -27.2% | -1.6% | 4.6%
COc1ccc(C(=O)/C=C/c2cn(CC(O)CN3CCOCC3)c3ccccc23)cc1 (centres undefined) | 294.5%[activator] | -3.8% | x | 0.8% | 3.4% | 2.4%[11.6 µM] | -5.5%
Cc1cc(NC(=O)CSc2nnc(CNC(=O)c3cccc(C(F)(F)F)c3)o2)no1 | -13.6% | 6.6% | -35.4 | -6.6% | 0.0% | 111.8%[activator] | -1.4%
CS(=O)(=O)c1nc(S(=O)(=O)c2ccc(Cl)cc2)c(NCCCN2CCCC2=O)s1 | 52.4% | -3.6% | u | -2.5% | u | -0.2% | 0.1%
O=C(NCC(=O)N1CCC2(CC1)NCCc1[nH]cnc12)c1ccc(F)cc1 | -20.2% | 2.6% | u | 2.3% | -14.7% | -6.6% | -1.0%
Cc1c(Cl)cccc1-c1ccc(CNCCCSc2nnnn2C)o1 | x | 1.5% | -0.5 | 6.7% | -4.6% | x | x
COc1ccc(S(=O)(=O)N2CCCN(CC(=O)Nc3ccc(OC)cc3OC)CC2)cc1 | x | -0.6% | -21.3 | 2.0% | 11.3% | x | x
CCCNC(=O)CN1C(=O)c2c(c3ccccc3n2C)C1c1ccc(OC)cc1 (centres undefined) | x | 0.7%[15.4 µM] | u | -5.7% | -13.3% | x | x
Cc1cc(Nc2ccc(Cl)cc2)n(-c2cccc(Cl)c2)n1 | -23.2% | -3.0% | u | -9.8% | -7.5% | -9.9% | 4.2%
CCc1ccc(-c2nc(CN3CCCC(C(=O)O)C3)c(C)o2)cc1 (centres undefined) | -0.7% | 1.4% | 20.5 | -10.2% | -2.0% | -0.1% | 5.6%
CC(OC(=O)C1CSC2(C)CCC(=O)N12)C(=O)Nc1cccc(C#N)c1 (centres undefined) | 0.8% | -0.6% | 10.4 | -9.6% | -9.0% | 29.7% | x
Cc1cccc(C(=O)Nc2cccc(S(=O)(=O)NCc3ccco3)c2)c1 | -23.4% | -13.6% | u | 10.7% | -15.3% | -8.7% | x
C=CCn1c(SCc2c(C)noc2C)nc2ccccc2c1=O | -3.0% | 0.9% | -0.7 | -11.1% | -8.6% | -1.5% | 3.7%
C=C1C(=O)OC2CC1C(O)CC(C)=CCCC(C)=CC(O)CC2C (centres undefined) | x | -11.0% | -34.5 | x | x | 19.2% | x
CCCn1c2ccccc2c2cnn(CC(=O)OC)c(=O)c21 | -5.0% | 2.4% | -17.4 | -12.7% | -0.2% | 0.4% | -10.3%
C/C(=N\NC(=O)C1CC1)c1ccc(NC(=O)c2ccc(Br)o2)cc1 | -14.1% | x | 51.1 | 3.3% | x | x | -2.8%
C/C(=N/NC(=O)c1ccc(-c2ccccc2)cc1)c1cccc(O)c1 | -29.8% | 1.3% | -11.5 | -7.9% | 0.0% | 71.8%[activator] | 1.5%
COC(=O)N(C)C[C@H]1OCc2cnnn2CCCC(=O)N([C@@H](C)CO)C[C@H]1C | x | 1.4% | -4.4 | x | x | -4.8% | x
OCc1nc2ccc(Cl)cc2[nH]1 | 3.0% | -4.0% | 0.0 | -9.4% | 20.0% | 0.0% | 0.2%
C[C@H]1CN([C@@H](C)CO)S(=O)(=O)c2ccc(/C=C/c3ccccc3)cc2O[C@H]1CN(C)C(=O)NC1CCCCC1 | x | 2.8% | -62.6* | x | x | 0.0% | x
Cc1cc(C)c(NC(=O)CCCn2c(C)c3cnn(-c4ccccc4)c(=O)c3c2C)c(C)c1 | x | 2.3% | -20.3 | -0.8% | u | x | x
C/C(=N\OC(=O)c1ccc(C)cc1)c1sc(C)nc1C | 33.7% | -5.5% | 43.6 | 0.3% | -8.7% | -7.7% | u
Cc1cc(C(F)F)n2nc(C(=O)Nc3cc(C)on3)nc2n1 | -10.1% | -5.0% | -12.8 | 0.0% | -1.2% | 3.8% | -4.4%
CCC(C(=O)Nc1cccc(C#N)c1)n1c(=O)c(-c2ccccc2NC(C)=O)nc2ccccc21 (centres undefined) | x | 0.2% | -20.8 | -1.1% | 0.1% | x | x
CCC(CC)NC(=O)COC(=O)CCC(=O)c1cccs1 | -17.6% | -3.5% | 36.2 | -2.5% | -11.0% | -4.8% | -5.7%
Cc1cc(/C=C2/NC(=O)N(Cc3ccccc3F)C2=O)c(C)n1C(C)C | -37.0% | -7.3% | 7.6 | -3.3% | -32.9% | -24.0% | 1.7%
CCc1cccc(NC(=O)CSc2nc(C)cs2)c1 | x | 4.4% | -11.7 | x | x | 8.3% | x
CC1CC(C)CN(S(=O)(=O)CCNC(=O)c2ccc3c(c2)OCO3)C1 (centres undefined) | -8.4% | -0.3% | 2.8 | -5.0% | -7.5% | 2.0% | x
O=C(NC1CCCC1)C(=O)N(c1ccccc1F)C(C(=O)NCC1CCCO1)c1cccs1 (centres undefined) | 197.0%[activator] | -8.6% | -11.0 | -1.0% | -20.4% | -2.8% | 4.0%
CCCOc1ccc(CN(C(=O)c2cccc(OC)c2)C2CCS(=O)(=O)C2)cc1 (centres undefined) | 93.2%[activator] | -15.9% | 4.0 | 1.3% | 4.6% | -1.9% | 3.2%
COc1cc2c(cc1OC)-c1cc(Nc3ccc4c(c3)OCCO4)nc(=O)n1CC2 | -41.7% | -6.4% | -33.8 | -12.2% | -7.6% | -22.0% | -2.1%
NC(N)=N/N=C/c1ccc(N(c2ccccc2)c2ccccc2)cc1 | -17.6% | -3.8% | -97.5* | 0.6% | 0.5% | 31.1%[activator] | 10.0%
CC(=O)N1CCCc2cc(S(=O)(=O)N3CCC(C(=O)Nc4ccc(C)cc4Cl)CC3)ccc21 | x | 2.8% | -24.6 | 2.8% | 0.6% | x | x
CC1(C)CC(=O)C(C(C2=C(O)CC(C)(C)CC2=O)c2ccc([N+](=O)[O-])cc2)C(=O)C1 (centres undefined) | -19.5% | -24.4% | -35.0 | -0.2% | u | -24.9% | -3.5%
O=C1/C(=C/c2cccc([N+](=O)[O-])c2)Oc2cc(O)ccc21 | -24.7% | 0.8% | -14.9 | 2.8% | -13.5% | -7.4% | 0.7%
Cc1cc(C)c(S(=O)(=O)Nc2ccc(N(C)C)cc2)c(C)c1-n1cnnn1 | -37.6% | -6.8% | -27.8 | -3.7% | -8.0% | -23.0% | 0.0%
Cc1ccc(Cl)cc1NC(=O)COC(=O)C1CCCCC1 | -25.7% | 3.0% | -4.4 | u | u | -9.2% | 8.4%
CC[C@H](C)[C@H](NS(=O)(=O)c1ccc(C)cc1)C(=O)N1CCC(C(=O)N[C@H](C(=O)O)C(C)C)CC1 | -6.3% | 0.5% | 15.8 | u | 5.9%[11.4 µM] | 0.0% | 9.4%
CC(=O)NCCC(=O)Nc1nc(-c2c[nH]c3ccccc23)cs1 | -9.1% | 5.3% | 42.9 | u | -7.2% | 11.4% | 3.6%
COc1ccc(C)cc1NC(=O)c1ccc(S(=O)(=O)N2CCOCC2)cc1 | -1.7% | -0.5% | -13.1 | -3.0% | -0.1% | -1.3% | 4.7%
CCOC(=O)[C@H]1[C@H]2COc3ccc(C)cc3[C@@H]2N2C(=O)CN(Cc3ccc(Cl)cc3)C(=O)[C@@]12C | -8.6% | -5.4% | 29.1 | -3.4% | -1.2% | 6.9% | x
COc1ccc(C(=O)NC(=S)Nc2cc3oc4ccccc4c3cc2OC)cc1 | -20.6% | -7.0% | -21.6 | u | -22.2% | -22.3% | -10.3%
Cc1cccc(C(=O)n2nc(-c3cccnc3)nc2NCc2ccccc2)c1 | x | -2.1% | 2.1 | -6.2% | 0.4% | x | x
CCc1ccc(NC(=O)Cc2c(C(=O)O)c(C)cn2C)cc1 | x | 1.8% | -4.0 | 1.0% | -5.9% | x | x

One compound at a time (already shown). Order of values: AmpC inh no detg	Tb PYK inh	HCMV antiviral	AmpC inh detg	Sm TGR block	AMA1-RON2 inh	LmPK inh
Shown for COc1ccc(C)cc1NC(=O)c1ccc(S(=O)(=O)N2CCOCC2)cc1 → -1.7%	-0.5%	-13.1	-3.0%	-0.1%	-1.3%	4.7%
Shown for COc1ccc(C(=O)NC(=S)Nc2cc3oc4ccccc4c3cc2OC)cc1 → -20.6%	-7.0%	-21.6	u	-22.2%	-22.3%	-10.3%
Shown for Cc1cc(C)c(S(=O)(=O)Nc2ccc(N(C)C)cc2)c(C)c1-n1cnnn1 → -37.6%	-6.8%	-27.8	-3.7%	-8.0%	-23.0%	0.0%

Source: PubChem BioAssay
